E coli WT inh = blocks growth of wild type E. coli BW25113 | inhibition, % at 10 µM | actives 0.05% (n = 20,000) | AID 552 | E. coli BW25113 growth inhibition, OD600; in the data active = inhibition above about 40%;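 note: bacteria exposed to compound for 20 hours at 37 °C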
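Material: bacterial strain in a whole-cell growth screen; Amount: inoculum from a 1:1000 dilution of a 1.5 h subculture; Buffer or medium: LB plus kanamycin 50 µg/mL; Dosing: one dose, 10 µM final; Times: compound exposure of 20 h at 37 °C; Measured by: absorbance at 615 nm as a measure of bacterial growth.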
* hit, by the source's call. Only part of the results is shown; rates above refer to the full screens.

A first look, six compounds:
| SMILES | E coli WT inh |
| --- | --- |
| O=C(NCc1ccco1)C1CCN(c2ccc(N3CCOCC3)nn2)CC1 | 10 |
| CCCCC(=O)Nc1cccc(NC(=O)CC)c1 | -16 |
| CS(=O)(=O)CCC(C(=O)N1CCOCC1)N1C(=O)c2cc(Cl)c(Cl)cc2C1=O (stereo unspecified) | -20 |
| COc1ccccc1-c1nc2n(n1)C(c1ccc(Cl)cc1)C(C(N)=O)=C(C)N2 (stereo unspecified) | 17 |
| O=c1n(-c2ccccc2)c(=O)n2n1CCCC2 | -18 |
| Cc1c(C(=O)OC(C)C)[nH]c2c1C(=O)CCC2 | -1 |

Main list, previewed entries included:
| SMILES | E coli WT inh |
| --- | --- |
| O=C(NCc1ccco1)C1CCN(c2ccc(N3CCOCC3)nn2)CC1 | 10 |
| CCCCC(=O)Nc1cccc(NC(=O)CC)c1 | -16 |
| CS(=O)(=O)CCC(C(=O)N1CCOCC1)N1C(=O)c2cc(Cl)c(Cl)cc2C1=O (stereo unspecified) | -20 |
| COc1ccccc1-c1nc2n(n1)C(c1ccc(Cl)cc1)C(C(N)=O)=C(C)N2 (stereo unspecified) | 17 |
| O=c1n(-c2ccccc2)c(=O)n2n1CCCC2 | -18 |
| Cc1c(C(=O)OC(C)C)[nH]c2c1C(=O)CCC2 | -1 |
| COc1ccc(S(=O)(=O)N2CCN(C(=O)COc3ccc4c(C)cc(=O)oc4c3)CC2)cc1 | -12 |
| O=C(COc1ccccc1)N1CCN(C(=O)c2cccc(F)c2)CC1 | -5 |
| Cc1ccc(-c2cc(C(F)(F)F)n3ncc(C(=O)O)c3n2)cc1 | -9 |
| CCN1CCN(Cc2ccc(NC(=O)Nc3ccccc3)cc2)CC1 | 6 |
| CCOc1ccc(S(=O)(=O)Nc2ccc(Cl)cn2)c(C)c1C | 14 |
| Fc1cc(F)c(F)c(SCCc2ccncc2)c1F | -1 |
| Cc1onc(-c2ccccc2)c1C(=O)NCc1ccccn1 | 6 |
| COc1cc(NC(=O)C2CCCO2)c(C(=O)O)cc1OC (stereo unspecified) | -22 |
| COc1ccccc1NC(=O)c1ccc(COc2ccccc2OC)o1 | -3 |
| O=C1CC(c2ccco2)=Nc2ccccc2N1 | -7 |
| CC(C)Nc1ncnc2c1cnn2-c1ccccc1 | 3 |
| O=S(=O)(NCCc1ccccc1F)c1cccc(S(=O)(=O)N2CCOCC2)c1 | -5 |
| O=C(O)c1ccc(C(=O)c2ccc3c(c2)C(=O)N(Cc2ccco2)C3=O)cc1 | 4 |
| CC1=C(C)NC(=S)SC1 | -22 |
| CCn1c(SCC(=O)N2CCN(c3ccccc3)CC2)nnc1-c1cc2cc(Cl)ccc2o1 | -18 |
| CCCc1ccccc1OCCNC(C)=O | 2 |
| CCCCC(=O)Nc1sc2c(c1C(N)=O)CCC2 | 8 |
| Cc1cc(C(=O)NCc2ccc(S(N)(=O)=O)cc2)c(C)o1 | -20 |
| Cc1ccc(CCSCC(=O)O)cn1 | -1 |
| CC(NC(=O)c1ccccc1NS(C)(=O)=O)c1ccccc1 (stereo unspecified) | -14 |
| COc1ccc(C(=O)Nn2cc3c(c2-c2ccccc2)c(=O)n(C)c(=O)n3C)cc1 | -17 |
| CC(=O)N1CCN(S(=O)(=O)c2cccc(C(=O)Nc3ccc4c(c3)CCC4)c2)CC1 | -4 |
| N#Cc1c(NC(=O)c2cc(-n3cnnc3)ccc2Cl)sc2c1CCCC2 | -8 |
| CCOC(=O)CN(C(=O)CSc1nnc(CNc2ccc(F)cc2)o1)c1ccccc1 | -17 |
| COc1cc(-c2nc(S(=O)(=O)c3ccc(Cl)cc3)c(N(C)C)o2)cc(OC)c1OC | 0 |
| COc1cc(NC(=O)CSc2nnc(C)s2)cc(OC)c1OC | -18 |

An excerpt from above in order of number of heavy atoms, low to high:
| SMILES | E coli WT inh |
| --- | --- |
| Cc1ccc(CCSCC(=O)O)cn1 | -1 |
| CC(NC(=O)c1ccccc1NS(C)(=O)=O)c1ccccc1 (stereo unspecified) | -14 |
| CC(=O)N1CCN(S(=O)(=O)c2cccc(C(=O)Nc3ccc4c(c3)CCC4)c2)CC1 | -4 |

New compounds follow
| SMILES | E coli WT inh |
| --- | --- |
| O=S(=O)(Nc1ccc2c(c1)OCO2)c1ccc(Br)s1 | -5 |
| Cc1cc(C)n(C(=O)c2ccc(NC(=O)CC(C)C)cc2)n1 | -4 |
| Cc1ccn2cc(CCNC(=O)CC(C)(C)C)nc2c1 | 5 |
| O=C(O)C1CC(=O)N(c2ccc(Br)cc2)C1 (stereo unspecified) | -9 |
| COC(=O)c1cc(NC(=O)c2ccoc2C)cc(C(=O)OC)c1 | -8 |
| CCOc1cc(C(=S)N2CCN(C)CC2)ccc1OCC(=O)N1CCOCC1 | -21 |
| CCOC(=O)c1ccc(NC(=O)CCc2nc(-c3ccc(C)cc3)no2)cc1 | 2 |
| O=C(c1ccc2c(c1)OCO2)N1CCN(c2ccccc2F)CC1 | -17 |
| CN(c1ccccc1C(=O)N1CCOCC1)S(C)(=O)=O | -25 |
| C#CCN(C)Cc1ccccc1 | 4 |
| Cc1ccccc1C(=O)N1CCCN(C(=O)c2ccccc2C)CC1 | -15 |
| COc1cc2c(cc1OC)C(c1ccc3c(c1)OCO3)CC(=O)N2 (stereo unspecified) | -13 |
| Cc1cc(C)nc(N2CCCC(C(=O)Nc3nc4ccc(S(C)(=O)=O)cc4s3)C2)n1 (stereo unspecified) | 10 |
| c1ccc(Cn2ccnc2-c2ccco2)cc1 | -13 |
| CC(=O)Nc1cccc(NC(=O)Nc2ccc(C(C)=O)cc2)c1 | -18 |
| O=[n+]1c2c(n([O-])c3cc(F)c(N4CCCC4)cc31)CCC2 | -1 |
| COc1ccc(C)cc1S(=O)(=O)N(CC(=O)O)c1ccccc1 | 8 |
| O=C(Cc1cccs1)Nc1nc2c(s1)CCCC2 | -14 |
| OCc1nn2c(c1Br)NC(c1ccccc1)CC2C(F)(F)F (stereo unspecified) | -21 |
| CC(C)(C)OC(=O)N1CCC(C(=O)N[C@H](Cc2ccccc2)C(=O)O)CC1 | -2 |
| CCN(CC)c1nc(Nc2ccccc2)nc(Oc2ccc(=O)[nH]n2)n1 | -16 |
| COC(=O)c1nnn(-c2nonc2N)c1CN1CCc2ccccc21 | -18 |
| CC1(c2ccc(Cl)cc2Cl)OCC(Cn2ccnc2)O1 (stereo unspecified) | -13 |
| O=C(c1cccc(F)c1)N1CCN(C(=O)c2nn3cccnc3c2Cl)CC1 | -15 |
| COc1ccc(N2CCN(Cc3cc(=O)oc4cc(C)c(Cl)c(C)c34)CC2)cc1 | 8 |
| COc1ccc(N(C(=O)c2ccco2)C(C(=O)NC2CCCC2)c2ccc(N(C)C)cc2)cc1OC (stereo unspecified) | -5 |
| COCc1cc(C)c2c(N)c(C#N)sc2n1 | 21 |
| COc1ccc(N(CC(=O)NC2CCCC2)C(=O)Cn2nnc(-c3ccc(C)cc3)n2)cc1 | 6 |
| CSc1nc(C)cc(Oc2ccc(=O)n(C)n2)n1 | 8 |
| Cc1ccc(OCc2nnc(NC(=O)Cc3cccs3)s2)cc1 | -9 |
| COc1cc(S(=O)(=O)n2nnc3ccccc32)c(OC)cc1Cl | 0 |
| Cc1ccc(-c2nnc3sc(-c4ccncc4)nn23)cc1 | -13 |
| O=C(NCC1CCCO1)c1ccc(COCC(F)(F)C(F)F)cc1 (stereo unspecified) | 5 |
| O=C(Nc1sc2c(c1C(=O)NCc1ccco1)CCCC2)c1ccc2c(c1)OCO2 | -3 |
| COc1cccc(OCc2nc3c4cnn(-c5ccccc5)c4ncn3n2)c1 | -4 |
| CCc1ccccc1N(CC(=O)OC)S(C)(=O)=O | -17 |
| OC(COCc1ccc(Cl)cc1)CN1CCN(CC(O)COCc2ccc(Cl)cc2)CC1 (stereo unspecified) | -13 |
| O=C(Nc1ccc2c(c1)OCCO2)C1CCCN1S(=O)(=O)c1cccc2cccnc12 (stereo unspecified) | -1 |
| CC(C)OC(=O)CSc1nnc(-c2ccc(O)cc2)n1Cc1ccccc1 | -1 |
| COc1ccc(C2C(CC(=O)O)=C(O)C(=O)N2c2ccccc2)cc1 (stereo unspecified) | -27 |
| CC(C)(C)C1CCc2onc(C(=O)Nc3cnn(Cc4ccc(F)cc4)c3)c2C1 (stereo unspecified) | -2 |
| Cc1cccc(-c2nc(C#N)c(N3CCCCCC3)o2)c1 | 4 |
| CCOc1ccccc1C(=O)Nc1ccccc1O | -1 |
| CC(C)C(c1nnnn1CC1CCCO1)N1CCN(Cc2ccc3c(c2)OCO3)CC1 (stereo unspecified) | -2 |
| CCOC(=O)c1c(C)nc2c(C#N)cnn2c1C | -23 |
| COC(=O)CSc1nnc(C2COc3ccccc3O2)n1-c1ccccc1 (stereo unspecified) | -10 |
| Cc1cc(C)cc(OCC(=O)N2CCCCCC2)c1 | -26 |
| Cc1ccc(NC(=O)Cn2cccc2)cc1Cl | -3 |
| Cc1ccc(C)c(NS(=O)(=O)c2cc(C(N)=O)ccc2C)c1 | -17 |
| O=C(CSc1nc(-c2ccccc2)cc(=O)[nH]1)Nc1ccccn1 | -21 |
| Cn1cnc2cc(NS(=O)(=O)c3ccc(Br)cc3)ccc21 | -19 |
| CCOC(=O)c1oc2c(O)c(O)ccc2c(=O)c1-c1nncn1-c1ccccc1 | -13 |
| CCCCC(CC)C(=O)Nc1ccc(Cl)cn1 (stereo unspecified) | 7 |
| O=C(Nc1ccc2c(c1)OCO2)N1CCN(c2cccc(C(F)(F)F)c2)CC1 | -11 |
| COc1ccccc1C1C=C(c2ccc(Cl)cc2)Nc2nc(NS(C)(=O)=O)nn21 (stereo unspecified) | -18 |
| CC(O)c1nc2ccccc2n1C1CCCCC1 (stereo unspecified) | -3 |

(further entries)
| SMILES | E coli WT inh |
| --- | --- |
| CC(C)C(=O)Nc1cccc(NC(=O)CCN2C(=O)c3ccccc3S2(=O)=O)c1 | -7 |
| CCOC(=O)c1cnc(-n2nc(C)cc2C)nc1Nc1ccc(N(C)C)cc1 | -5 |
| Cc1cccc(NC(=O)CN(C)S(=O)(=O)c2ccc(Cl)cc2)n1 | 7 |
| CCC(Oc1ccccc1)C(=O)NCc1cccnc1 (stereo unspecified) | -22 |
| CCn1c(=O)cc(SCC(=O)Nc2cccnc2)c2ccccc21 | -2 |
| Cc1nn(-c2ccccc2)c2c1C(=O)NC(=O)C(C)(C)C2 | 10 |
| CC(C)C(C(=O)Nc1cccnc1)N1C(=O)c2ccccc2C1=O (stereo unspecified) | 3 |
| COc1cc(C)nc(NS(=O)(=O)c2ccccc2)n1 | -10 |
| COCCCNC(=O)C1CCCN(C(=O)Nc2ccc(OC)cc2)C1 (stereo unspecified) | -4 |
| C=CCSc1nnc(Cc2c(C)[nH]c3ccccc23)o1 | 5 |
| CCc1ccc(C(=O)N2CCCC2)s1 | -10 |
| COc1ccc(/C=C(/C#N)c2cccnc2)cc1OC | -5 |
| Cn1cc(Cl)c(C(=O)NC2CCCCCC2)n1 | 5 |
| O=C1CCCC2=C1C(c1cccc(Br)c1)n1nc(-c3ccco3)nc1N2 (stereo unspecified) | -1 |
| COc1ccc(Cl)cc1NC(=O)NC(C)c1ccncc1 (stereo unspecified) | -7 |
| CCOc1ccccc1Oc1coc2cc(OC(=O)c3ccco3)ccc2c1=O | -13 |
| CCCNS(=O)(=O)c1ccc(OCC(=O)Nc2ccccc2F)cc1 | -6 |
| CC1CN(c2nc3ccccc3nc2C(C#N)C(=O)OC2CCCCC2)CC(C)O1 (stereo unspecified) | 4 |
| CC1=C(C)CC(C(=O)Nc2cccc(Cl)c2)C(C(=O)O)C1 (stereo unspecified) | -24 |
| CCCCSc1nc2c(cc1C#N)CCC2 | -13 |
| CCCCNS(=O)(=O)c1ccc(OC)c2ncccc12 | 1 |
| Cc1cccc2sc(NC(=O)Cn3cccc3)nc12 | -6 |
| CCOc1ccc(OCC)c(NC(=O)C2CCN(S(=O)(=O)c3cnc[nH]3)CC2)c1 | -3 |
| c1ccc(CCc2ccccc2-c2nc(-c3cccnc3)no2)cc1 | -22 |
| Cc1ccc(S(=O)(=O)NCCSc2nnnn2-c2cc(C)ccc2C)cc1 | 5 |
| O=C(c1cn(-c2ccccc2)nc1-c1ccc(Cl)s1)N1CCOCC1 | -16 |
| COc1ccc(-n2c(=O)cc(N3CCN(Cc4ccccc4)CC3)[nH]c2=O)cc1 | 11 |
| COc1ccc(N2C(=O)CCC(C(=O)N3CCCCC3)C2c2ccc(OC)c(OC)c2)cc1 (stereo unspecified) | 1 |
| C=C(C)c1cccc(C(C)(C)NC(=O)N2CCN(c3ncccn3)CC2)c1 | -15 |
| Cc1nnc(NC2CCCCC2)[nH]c1=O | -2 |
| Cc1cc(CNC(=O)c2cc(Br)ccc2Cl)nn1C | 6 |
| CCOc1c(C)cc2[nH]c(CCC(=O)O)nc2c1C | -3 |
| Cc1ccc(S(=O)(=O)N2CCOCC(=O)NCCOCCNC(=O)COCC2)cc1 | -3 |
| Cc1onc(-c2ccccc2)c1C(N)=O | 2 |
| O=C(COc1ccc(S(=O)(=O)N2CCc3ccccc32)cc1Cl)NCc1ccccn1 | -23 |
| COc1ccc(-n2nnc3c(=O)n(C/C=C/c4ccccc4)cnc32)cc1 | -1 |
| CN1CCN(S(=O)(=O)c2ccc(NC(=O)C3CCCO3)cc2)CC1 (stereo unspecified) | -13 |
| CC(C)=CC(=O)N1CCCc2ccccc21 | -6 |
| Cc1nnc(C)c2c(C)n(Cc3ccc4c(c3)OCO4)c(C)c12 | 11 |
| O=C(CCN1CCCCC1)Nc1ccc(Br)cc1 | 7 |
| O=C(NCc1ccco1)c1ccccc1NC(=O)C1CC(=O)N(c2ccc(Cl)cc2)C1 (stereo unspecified) | -28 |
| COc1ccc(C(=O)N2CCN(c3nnnn3-c3ccccc3)CC2)cc1OC | 3 |
| CC(C)OC(=O)CCc1nc2ccccc2[nH]c1=O | -12 |
| COc1ccccc1C(=O)Nc1ccccc1C(=O)N1CCCC1 | 5 |
| CCCC(=O)Nc1ncnc2c1ncn2[C@@H]1O[C@@H]2COP(=O)(O)O[C@H]2[C@H]1OC(=O)CCC | 9 |
| CCSc1nnc(NC(=O)c2cc(C)oc2C)s1 | -2 |
| O=C(COc1ccccc1)NCC(c1cccs1)N1CCOCC1 (stereo unspecified) | 9 |
| Cc1c(C(=O)NCc2cccs2)oc2ccccc12 | 6 |
| CCc1nnc(SCc2ccc(C(=O)OC)o2)n1N | -28 |

High-throughput results as filed in PubChem BioAssay.
